Assay outcomes (PubChem)
OX1R antag-1 – OX1R (HCRTR1) antagonists, primary screen, fluorescence, CHO/OX1R cells, Fluo-8 calcium, orexin A; hit rate 0.43% among 330,000; AID 434989, 2010; Fluo-8 calcium fluorescence; inhibition, % at 5 µM;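 active = inhibition above its plate's threshold, mean inhibition of all tested compounds on the plate plus 3 SD, cut at about 37% in these data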;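 note: 0% = orexin A challenge wells and 100% = SB-334867-A antagonist wells; not every result past the cut was called active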
Target sequence (O43613 whole entry, looked up): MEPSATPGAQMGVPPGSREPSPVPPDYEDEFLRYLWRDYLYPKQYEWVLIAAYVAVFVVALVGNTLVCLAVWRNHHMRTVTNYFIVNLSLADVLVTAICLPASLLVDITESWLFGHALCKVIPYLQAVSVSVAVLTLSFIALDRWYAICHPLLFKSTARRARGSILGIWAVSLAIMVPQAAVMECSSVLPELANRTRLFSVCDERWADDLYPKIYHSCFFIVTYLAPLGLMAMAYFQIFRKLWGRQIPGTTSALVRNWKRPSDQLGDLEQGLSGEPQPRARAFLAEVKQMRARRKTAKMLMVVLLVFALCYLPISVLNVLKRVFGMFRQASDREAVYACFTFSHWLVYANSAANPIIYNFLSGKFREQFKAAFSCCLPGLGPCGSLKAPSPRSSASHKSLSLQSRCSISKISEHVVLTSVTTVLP
STK33 kinase inh – inhibitors of purified STK33 kinase, primary screen, biochemical, ADP-Glo luminescence, homogeneous, cell-free; MBP phosphorylation; inhibition, % at 10 µM; hit rate 0.073% among 320,000; Serine/threonine-protein kinase 33 (Homo sapiens), Q9BYT3;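 active = inhibition at or above 25%, using the most active replicate where run in duplicate; inactive = inhibition below 25%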
Target sequence (Q9BYT3 whole entry, looked up): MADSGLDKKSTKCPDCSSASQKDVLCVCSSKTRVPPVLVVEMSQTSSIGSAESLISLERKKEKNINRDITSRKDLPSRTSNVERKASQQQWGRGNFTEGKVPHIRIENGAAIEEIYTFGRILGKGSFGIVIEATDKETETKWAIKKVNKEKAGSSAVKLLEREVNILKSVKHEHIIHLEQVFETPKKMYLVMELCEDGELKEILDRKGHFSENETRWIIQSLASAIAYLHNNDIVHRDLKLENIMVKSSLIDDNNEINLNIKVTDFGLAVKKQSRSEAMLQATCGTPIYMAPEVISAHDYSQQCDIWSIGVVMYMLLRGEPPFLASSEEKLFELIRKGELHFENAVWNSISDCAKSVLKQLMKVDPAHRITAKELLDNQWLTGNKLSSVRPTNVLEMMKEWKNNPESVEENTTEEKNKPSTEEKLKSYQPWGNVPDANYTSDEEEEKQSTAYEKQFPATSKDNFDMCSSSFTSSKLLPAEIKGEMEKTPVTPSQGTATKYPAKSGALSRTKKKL
OX1R antag-2 – antagonists of human orexin 1 receptor (OX1R) | hit rate 1.8% among 330,000 | AID 485270, 2010 | inhibition, % at 6.6 µM | OX1R-expressing cells, FRET antagonist read-out; in the data active = inhibition mostly above about 38%, no sharp cut-off; inactive = mostly below about 40%;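 note: 0% = agonist challenge alone and 100% = reference antagonist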
Active calls of the source: *; nt = not tested or not shown.

#1 COc1ccc(S(=O)(=O)NNc2nc(C)cc(C)n2)cc1Br
#2 COc1ccccc1OCC(=O)NNC(=O)c1ccoc1C
#3 CC(NC(=O)C(=O)NN=C1CCCC1)c1ccccc1 (configuration not stated)
#4 Cc1ccc(C(=O)NN2C(=O)CSC2=S)cc1
#5 Cc1ccc2cc(NC(=O)c3ccc(C(C)(C)C)cc3)ccc2n1
#6 Nc1cc2sc(-c3ccc(C(=O)O)cc3)nc2cc1Cl

Compound,1,2,3,4,5,6
OX1R antag-1,-13,-1,-23,-9,-12,-4
STK33 kinase inh,-0.5,-0.5,-1.3,1.4,-0.5,12
OX1R antag-2,15,13,24,1,10,31

#7 Cc1ccc(S(=O)(=O)N(C(=O)c2ccncc2)c2ccc(OC(=O)c3ccncc3)c3ccccc23)cc1
#8 O=C(Nc1ccc2c(c1)OCO2)c1cnn2cccnc12
#9 CCOC(=O)c1c(-n2cnnn2)sc2c1CCCC2
#10 Cc1ccc(OCC(=O)N/N=C2/SCC(=O)N2Cc2ccco2)cc1
#11 CN(CC(=O)Nc1cccnc1Cl)S(=O)(=O)c1ccc(Cl)cc1
#12 O=C1CCCN1CCC(=O)N1CCCC(Nc2ccc(F)c(F)c2)C1 (configuration not stated)

Compound,7,8,9,10,11,12
OX1R antag-1,-13,1,-7,-1,-3,-6
STK33 kinase inh,-0.4,2.4,1.2,-0.3,-1.6,-0.9
OX1R antag-2,13,-1,-1,25,-6,27

#13 CC12CCC(C(=O)N(CC(=O)O)C1=O)C2(C)C (configuration not stated)
#14 Cc1nc2cc(NC(=O)c3cccc(S(C)(=O)=O)c3)ccc2o1
#15 CCOC(=O)C1=C(CS(=O)(=O)c2ccccc2)NC(=O)NC1c1ccc(O)c(OC)c1 (configuration not stated)
#16 COc1nc(OCC#N)nc(N(C)C)n1
#17 CC(C)(C)c1ccc(S(=O)(=O)Nc2noc3ccccc23)cc1
#18 O=C(NC1CC1)C1=C[C@H](c2ccc3c(c2)OCO3)C[C@H](OCc2ccc(CO)cc2)O1

Compound,13,14,15,16,17,18
OX1R antag-1,-7,-11,-6,-10,-7,1
STK33 kinase inh,-0.6,-0.5,-2.8,-0.8,-1.6,-1.1
OX1R antag-2,4,12,15,9,6,41

#19 CC(C)(CN1CCNCC1)NS(=O)(=O)c1ccc(Cl)cc1
#20 CCN(CC)S(=O)(=O)c1ccc(N/N=C/c2cc(OC)c(OC)cc2OC)nc1
#21 CCC(C)(C)NC(=O)c1cc([N+](=O)[O-])ccc1N1CCCCC1
#22 Cc1ccc(NS(=O)(=O)c2cn(C)c(=O)n(C)c2=O)cc1C
#23 CCCCn1nc(C(=O)NCC(=O)Nc2c(C)cccc2C)c2ccccc2c1=O
#24 O=C(NCCCCc1ccccc1)c1ccccc1F

Compound,19,20,21,22,23,24
OX1R antag-1,0,-10,-34,4,-30,-11
STK33 kinase inh,0.3,-1.1,-1.8,-1.3,0.6,0.4
OX1R antag-2,4,16,5,18,6,4

#25 O=C(NCc1cc(C(F)(F)F)ccc1F)C1CCC(=O)N(C2CCCCCC2)C1 (configuration not stated)
#26 CCCCn1c(N)c(N(CC(C)C)C(=O)c2cc(S(=O)(=O)N3CCOCC3)ccc2Cl)c(=O)[nH]c1=O
#27 O=C(CSc1n[nH]c(=O)n1-c1ccccc1)Nc1ccccc1
#28 O=C(OCc1ccc(C(=O)c2ccccc2)cc1)c1cccc(-c2nnc(-c3ccccc3)o2)c1
#29 CC(C)(C)NC(=O)NC(=O)COc1ccccc1C#N
#30 O=C(CSc1nc2ccccc2c(=O)[nH]1)N1CCOCC1

Compound,25,26,27,28,29,30
OX1R antag-1,-14,-28,-19,-7,-11,5
STK33 kinase inh,0.3,-1.2,-0.5,3.7,-0.5,-0.4
OX1R antag-2,8,20,14,2,2,8

#31 COc1ccc(-c2nc(-c3ccccn3)no2)cc1
#32 CCN1CCN(C(=S)c2ccc(OCC(=O)N3CCOCC3)cc2)CC1
#33 CC(C)C1NC(=S)N(C2CCCCC2)C1=O (configuration not stated)
#34 CN(C)S(=O)(=O)c1ccc(C(=O)NCC[N+]2(C)CCCCCC2)o1
#35 Cc1ccc(CNC(=O)C2CSC3(C)CCC(=O)N23)cc1 (configuration not stated)
#36 COc1ccc(CCNC(=O)CN(C2CCCCC2)S(C)(=O)=O)cc1OC

Compound,31,32,33,34,35,36
OX1R antag-1,-17,6,0,-7,0,-2
STK33 kinase inh,29*,-0.9,-1.5,nt,-1.4,-5.8
OX1R antag-2,11,10,7,5,7,-1

#37 O=C(CSc1nc2ccccc2o1)NCC1CCCO1 (configuration not stated)
#38 Cc1ccc(S(=O)(=O)N2CCN(S(C)(=O)=O)C2)cc1
#39 Cc1cccc(NC(=O)CC(=O)Nc2cccc(C)c2)c1
#40 Cc1ccc(OCCCC(=O)Nc2nnc(C3CCCO3)s2)c(C)c1 (configuration not stated)
#41 S=C1COC(c2ccccc2)N1c1ccccc1 (configuration not stated)
#42 CCN(CC(=O)Nc1cc(S(=O)(=O)N2CCCCC2)ccc1C)Cc1ccccc1

Compound,37,38,39,40,41,42
OX1R antag-1,-15,-9,-4,-19,-7,-37
STK33 kinase inh,-1.9,-0.9,-0.6,-0.8,-0.5,0.5
OX1R antag-2,14,5,4,21,6,21

15 successive entries out of the list so far:
#25 O=C(NCc1cc(C(F)(F)F)ccc1F)C1CCC(=O)N(C2CCCCCC2)C1 (configuration not stated)
#26 CCCCn1c(N)c(N(CC(C)C)C(=O)c2cc(S(=O)(=O)N3CCOCC3)ccc2Cl)c(=O)[nH]c1=O
#27 O=C(CSc1n[nH]c(=O)n1-c1ccccc1)Nc1ccccc1
#28 O=C(OCc1ccc(C(=O)c2ccccc2)cc1)c1cccc(-c2nnc(-c3ccccc3)o2)c1
#29 CC(C)(C)NC(=O)NC(=O)COc1ccccc1C#N
#30 O=C(CSc1nc2ccccc2c(=O)[nH]1)N1CCOCC1
#31 COc1ccc(-c2nc(-c3ccccn3)no2)cc1
#32 CCN1CCN(C(=S)c2ccc(OCC(=O)N3CCOCC3)cc2)CC1

Compound,25,26,27,28,29,30,31,32
OX1R antag-1,-14,-28,-19,-7,-11,5,-17,6
STK33 kinase inh,0.3,-1.2,-0.5,3.7,-0.5,-0.4,29*,-0.9
OX1R antag-2,8,20,14,2,2,8,11,10

#33 CC(C)C1NC(=S)N(C2CCCCC2)C1=O (configuration not stated)
#34 CN(C)S(=O)(=O)c1ccc(C(=O)NCC[N+]2(C)CCCCCC2)o1
#35 Cc1ccc(CNC(=O)C2CSC3(C)CCC(=O)N23)cc1 (configuration not stated)
#36 COc1ccc(CCNC(=O)CN(C2CCCCC2)S(C)(=O)=O)cc1OC
#37 O=C(CSc1nc2ccccc2o1)NCC1CCCO1 (configuration not stated)
#38 Cc1ccc(S(=O)(=O)N2CCN(S(C)(=O)=O)C2)cc1
#39 Cc1cccc(NC(=O)CC(=O)Nc2cccc(C)c2)c1

Compound,33,34,35,36,37,38,39
OX1R antag-1,0,-7,0,-2,-15,-9,-4
STK33 kinase inh,-1.5,nt,-1.4,-5.8,-1.9,-0.9,-0.6
OX1R antag-2,7,5,7,-1,14,5,4

Further entries:
#43 Cc1ccc(/C=C/C(=O)c2nc3ccccc3[nH]2)cc1
#44 N#CC1=C2SCN(Cc3ccco3)CN2C(=O)CC1c1ccc(Cl)cc1 (configuration not stated)
#45 CCC(c1nc2ccccc2c(=O)n1-c1nc2ccccc2s1)N1C(=O)c2ccccc2C1=O (configuration not stated)
#46 COc1ccc(OC)c(S(=O)(=O)N2CCCC(C(=O)NCc3ccccn3)C2)c1 (configuration not stated)
#47 COc1ccc(-c2cn(-c3ccc(C)cc3C)c(=O)[nH]2)cc1OC
#48 CCOC(=O)c1cc(-c2csc(-c3ccc(C(C)(C)C)cc3)n2)on1

Compound,43,44,45,46,47,48
OX1R antag-1,-3,-8,-32,-19,-26,-6
STK33 kinase inh,-0.2,-0.8,-1.1,0.1,-1.0,0.2
OX1R antag-2,26,4,11,5,-1,1

An excerpt from above in order of their number in OX1R antag-2, rising:
entry | SMILES | OX1R antag-1 | STK33 kinase inh | OX1R antag-2
47 | COc1ccc(-c2cn(-c3ccc(C)cc3C)c(=O)[nH]2)cc1OC | -26 | -1.0 | -1
44 | N#CC1=C2SCN(Cc3ccco3)CN2C(=O)CC1c1ccc(Cl)cc1 (configuration not stated) | -8 | -0.8 | 4
46 | COc1ccc(OC)c(S(=O)(=O)N2CCCC(C(=O)NCc3ccccn3)C2)c1 (configuration not stated) | -19 | 0.1 | 5

The list continues.
#49 Cc1ccc(CN2CCN(/N=C/c3ccc(C(=O)O)cc3)CC2)cc1
#50 CCOc1ccccc1C1C(C(N)=O)=C(C)Nc2nc(-c3ccc(OC)cc3)nn21 (configuration not stated)
#51 O=C(O)c1ccc(C(=O)Nc2cccc(NC(=O)C3CCCO3)c2)cc1 (configuration not stated)
#52 O=C(O)CCCC(=O)N1CCOCCOCCOCCOCC1
#53 Cc1ccc(C(=O)c2ccc(C)cc2)cc1
#54 COc1cc(OC)cc(-n2nnnc2SCC(=O)NCCc2ccc(OC)c(OC)c2)c1

Compound,49,50,51,52,53,54
OX1R antag-1,-5,-15,10,2,-12,-30
STK33 kinase inh,-0.8,-0.5,-0.8,0.0,nt,1.0
OX1R antag-2,11,26,3,6,26,15

#55 C=C(C)C1CC=C(C)/C(=N/NC(=O)COc2cccc3ccccc23)C1 (configuration not stated)
#56 COc1ccc(-c2c(C)nn3c(N4CCC5(CC4)OCCO5)cc(C)nc23)cc1OC
#57 O=C(CN(Cc1ccc(Br)cc1)S(=O)(=O)c1ccccc1)NCc1ccccn1
#58 COC(=O)C1=C(C)Nc2[nH]c(=S)[nH]c(=O)c2C1c1ccc(OC)cc1 (configuration not stated)
#59 COCCNS(=O)(=O)c1cc(F)ccc1OC
#60 COc1ccc(-c2ccnc(SCC(=O)c3ccc(OC)c(OC)c3)n2)cc1

Compound,55,56,57,58,59,60
OX1R antag-1,-14,-13,-12,-14,5,-17
STK33 kinase inh,-1.3,0.4,-1.3,-1.1,0.9,-1.8
OX1R antag-2,15,30,30,7,33,13

#61 CN1CCN(C(=O)c2ccc(COc3cc(Cl)ccc3Cl)o2)CC1
#62 O=C(COc1ncnc2ccccc12)NCCc1ccc(F)cc1
#63 CCc1cccc(NC(=O)Nc2ccc3c(c2)OCO3)c1
#64 CCC(=O)Nc1ccccc1C(=O)OC(c1ccccc1)c1ccccc1
#65 Cc1cc(/C=C(\C#N)C(=O)NCc2ccccc2)cc(C)c1O
#66 CCCC(=O)c1cc(F)c(N2CCN(S(=O)(=O)c3ccccc3)CC2)cc1C

Compound,61,62,63,64,65,66
OX1R antag-1,-28,-11,3,-34,-16,-31
STK33 kinase inh,-0.3,0.2,-0.6,-0.8,-0.3,-1.2
OX1R antag-2,12,3,27,24,19,16

#67 Cc1ccc(-c2nc3ccccc3s2)cc1S(=O)(=O)N1CCOCC1
#68 O=C(O)C1CCCCC1C(=O)NCCC(c1ccccc1)c1ccccc1 (configuration not stated)
#69 N#CC1=C(N)C(C#N)(C#N)C2(CCC3(CC2)OCCO3)C2CC3(CC=C12)OCCO3 (configuration not stated)
#70 Cc1ccc(CN2C(=O)CSc3ccc(C(=O)NC4CC4)cc32)cc1
#71 Cc1cc(C(=O)OCC(=O)Nc2cccc(S(=O)(=O)N3CCOCC3)c2)c(C)o1
#72 Cc1cc(NC(=O)CSc2nnc(-c3ccc(Cl)s3)o2)no1

Compound,67,68,69,70,71,72
OX1R antag-1,-20,-10,-4,-18,-30,2
STK33 kinase inh,-2.3,-1.6,0.7,-1.2,-1.4,0.7
OX1R antag-2,15,8,20,19,10,39

#73 O=C(Nc1ccccc1F)C1COc2ccccc2O1 (configuration not stated)
#74 CCCCn1nnnc1NCc1cc(Cl)c(OC)c(OC)c1
#75 CN(C)/C=c1\sc2c(C#N)cc(C(=O)c3ccc(Br)cc3)n2c1=O
#76 Cc1ccc(Cn2c(Cc3ccccc3)nc3ccccc32)cc1
#77 Cn1c(CNc2nc(-c3ccccc3)cs2)nnc1SCC(=O)OC1CCCCC1
#78 NC(=O)c1ccc(NC(=O)CN2C(=O)NC3(CCCCCCC3)C2=O)cc1
#79 COc1cc(C)ccc1OCC(=O)Nc1ccc2c(c1)OCO2
#80 CCOC(=O)CSc1nc(-c2ccccc2)nc2ccccc12
#81 CC(NC(=O)OCc1ccccc1)c1ccccc1 (configuration not stated)

Compound,73,74,75,76,77,78,79,80,81
OX1R antag-1,-15,-31,-15,-14,-21,-22,-6,-15,0
STK33 kinase inh,-4.7,-0.4,0.7,-0.2,-1.3,-0.8,-1.2,-0.3,0.0
OX1R antag-2,10,17,11,32,57,6,5,38*,5
